GPR151 ag: activators of human GPR151, primary screen, cell-based, PathHunter beta-arrestin, luminescence | AID 1508602, 2020 | activation, % at 11.2 µM | hit rate 1% among 650,000 | G-protein coupled receptor 151 (Homo sapiens), Q8TDV0 | PathHunter beta-arrestin GPR151 cells; in the data active = activation above about 4.9%;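 also: 0% = median of compound wells and 100% = cells with positive control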
Target sequence (Q8TDV0 whole entry, looked up): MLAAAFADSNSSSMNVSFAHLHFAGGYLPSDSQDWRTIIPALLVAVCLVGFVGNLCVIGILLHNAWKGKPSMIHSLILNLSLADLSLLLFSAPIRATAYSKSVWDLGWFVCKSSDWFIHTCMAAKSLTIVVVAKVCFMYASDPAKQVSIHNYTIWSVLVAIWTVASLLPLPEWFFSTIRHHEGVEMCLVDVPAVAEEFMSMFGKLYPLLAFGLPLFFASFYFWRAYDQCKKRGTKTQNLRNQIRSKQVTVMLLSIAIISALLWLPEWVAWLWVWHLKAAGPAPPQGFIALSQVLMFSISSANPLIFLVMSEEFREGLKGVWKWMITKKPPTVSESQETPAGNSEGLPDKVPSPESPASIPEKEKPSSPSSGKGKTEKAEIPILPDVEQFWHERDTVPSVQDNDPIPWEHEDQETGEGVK
MITF inh: MITF inhibitors, primary screen, biochemical, AlphaScreen, human; AlphaScreen MITF homodimerization, bead proximity signal; inhibition, % at 2.6 µM; hit rate 0.91% among 650,000; AID 1259374, 2018; Microphthalmia-associated transcription factor (Homo sapiens), O75030; in the data active = inhibition above about 50%;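 also: 0% = vehicle wells with protein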
Target sequence (O75030 whole entry, looked up): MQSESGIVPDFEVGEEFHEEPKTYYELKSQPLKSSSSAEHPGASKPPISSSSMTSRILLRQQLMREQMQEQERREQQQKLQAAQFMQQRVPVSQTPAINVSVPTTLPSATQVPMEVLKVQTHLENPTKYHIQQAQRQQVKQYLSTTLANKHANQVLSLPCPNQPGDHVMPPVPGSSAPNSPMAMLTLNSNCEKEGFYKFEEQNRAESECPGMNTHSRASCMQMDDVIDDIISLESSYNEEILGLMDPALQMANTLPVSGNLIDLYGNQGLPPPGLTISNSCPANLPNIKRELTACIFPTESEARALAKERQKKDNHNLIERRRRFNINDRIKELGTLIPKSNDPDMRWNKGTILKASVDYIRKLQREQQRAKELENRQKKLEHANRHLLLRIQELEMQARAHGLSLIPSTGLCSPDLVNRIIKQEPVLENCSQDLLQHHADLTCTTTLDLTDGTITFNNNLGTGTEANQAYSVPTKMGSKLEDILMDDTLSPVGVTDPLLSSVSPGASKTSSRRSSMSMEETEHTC
TEAD-YAP block: TEAD-YAP interaction inhibition, primary screen, TEAD-YAP interaction inhibitor project, luminescence, HEK-TIYL cells; hit rate 1.4% among 640,000; AID 1259422, 2018; TEAD-Gal4/YAP UAS-luciferase luminescence; inhibition, % at 9.12 µM; in the data active = inhibition above about 32%;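 also: 0% = median of test compound wells and 100% = reference inhibitor wells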
FBW7 act: FBW7 E3 ligase activators, primary screen, biochemical, AlphaScreen, human; F-box/WD repeat-containing protein 7 (Homo sapiens), Q969H0; AlphaScreen FBW7–phospho-cyclin E peptide binding, activator screen; normalized activity (activation), % at 26.1 µM; hit rate 0.13% among 650,000; AID 1259310, 2017; in the data active = normalized activity above about 1.9%;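 also: purified mutant Fbw7 with reduced substrate affinity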
* hit, by the source's call; & = joins results of further samples.

compound	GPR151 ag	MITF inh	TEAD-YAP block	FBW7 act
CSc1nc(-c2ccccc2O)nc(-c2ccccc2O)n1	1.8	14.9	-0.5	0.0
Cc1cc(C(=O)C(Cc2ccccc2)N(C)C)c(C)n1C (stereo unspecified)	-1.0	16.2	-15.5	0.3
Cc1cc2nc3s/c(=C/c4cn(C)c5ccccc45)c(=O)n3c2cc1C	-1.3	-2.8	-0.9	-0.1
O=C(NCc1ccccc1Cl)c1ccc2c(c1)ncn2-c1ccc(F)cc1F	0.2	21.4	2.6	0.1
COc1cc2nc(N3CCc4ccccc4C3)nc(Nc3cc(OC)c(OC)c(OC)c3)c2cc1OC	-0.8	4.6	-1.2	-0.2
COc1ccc(C(=O)CC(c2ccccc2)C2C(=O)CCCC2=O)cc1 (stereo unspecified)	0.3	21.2	-2.8	-0.1
Cc1ccc(N(C(=O)c2cccc(C)c2)S(=O)(=O)c2ccc(Cl)cc2)cc1	1.5	-0.3	9.5	1.0
N#Cc1ccc(NC(=O)CN2C(=O)c3ccccc3S2(=O)=O)cc1	-0.1	-3.8	0.9	-0.1
C=CCn1cc(/C=N/N2C(=O)C3C4C=CC(C4)C3C2=O)c2ccccc21 (stereo unspecified)	2.3	1.1	-2.0	-0.1
COc1ccc(C(OCC(O)CNCCCN(C)C)c2ccc(OC)cc2)cc1 (stereo unspecified)	0.7	50.1	0.6	-0.1
COc1ccc(Nc2c([N+](=O)[O-])c(=O)n(C)c3ccccc23)cc1	-1.7	-6.4	20.1	0.0
O=[N+]([O-])c1ccc(NC(c2ccccn2)c2ccc3cccnc3c2O)cc1 (stereo unspecified)	0.8	18.4	86.8*	-1.1
O=C1NC(=O)c2cc(NC(=O)C3CCCO3)ccc21 (stereo unspecified)	0.6	7.7	-5.2	0.5
O=C(CSc1ccc([N+](=O)[O-])cn1)Nc1ccc(F)c(Cl)c1	2.4	5.9	14.0	0.0
CN(Cc1nc(Nc2ccccc2)c2ccccc2n1)Cc1nccs1	1.3	-11.1	-1.4	0.0
CN(C)c1ccc(C2=NN(c3ccccc3)C(c3ccccc3)C2)cc1 (stereo unspecified)	2.1	2.7	3.9	0.0
CCOc1ccc(NC(=O)N2CCCN(Cc3ccc(F)cc3)C2)cc1	-1.5	3.4	-8.3	-0.1
Cc1ccc(N2C(=O)C(Cl)=C(N3CCN(C)CC3)C2=O)cc1C	0.0	6.0	21.6	0.0
CC(=O)c1ccc(-c2nnc(CCC(=O)NCC(F)(F)F)o2)s1	-0.5	9.1	-6.8	0.2
O=C(Oc1ccc(-c2ccccc2)cc1)c1ccc([N+](=O)[O-])cc1	-0.2	4.0	9.7	0.0
CCOc1ccc(/C=C2\SC(N3CCOCC3)=NC2=O)cc1	-0.4	7.9	8.0	2.3*
O=C(Cn1cnc2c(nnn2-c2cccc(Cl)c2)c1=O)NCc1ccco1	-0.3	1.2	8.2	0.0
CC(=O)c1ccc(NC(=O)c2scc3c2CCCC3)cc1	-0.2	3.5	72.4*	0.2
O=C(COC(=O)c1ccccc1)Nc1ccccc1N1CCOCC1	-0.4	7.8	-7.8	-0.1
CC1(C)CC(=O)C2=C(C1)NC(=O)CC2c1ccc2c(c1)OCO2 (stereo unspecified)	-1.7	-7.1	-7.5	0.7
CCOc1cc(C=C2C(=O)NC(=O)NC2=O)ccc1OCCOc1ccc(C)cc1C	-0.4	-7.2	16.7	-1.1
COc1cc(C2CC(=O)Nc3ccc4ccccc4c32)c(Br)cc1O (stereo unspecified)	-0.6	-9.4	-8.3	-0.2
Cc1cc(C(=O)NNC(=O)COc2ccc(OCc3ccccc3)cc2)c(C)o1	-5.2	8.4	-5.9	0.2
Cc1cc2c(cc1C)NC(c1ccc(Br)cc1)C1=C(CC(C)(C)CC1=O)N2 (stereo unspecified)	-0.7	18.8	14.5	0.2
C/C(=C(\CCOP(=O)(O)O)SC(=O)c1ccccc1)N(C=O)Cc1cnc(C)nc1N	2.2&0.3	16.5&-5.2	-4.9	0.0&0.0

Copied from the list.
`CCOc1ccc(NC(=O)N2CCCN(Cc3ccc(F)cc3)C2)cc1` in TEAD-YAP block is listed with -8.3
`Cc1cc2c(cc1C)NC(c1ccc(Br)cc1)C1=C(CC(C)(C)CC1=O)N2` (stereo unspecified) in GPR151 ag is listed with -0.7
`CC(=O)c1ccc(-c2nnc(CCC(=O)NCC(F)(F)F)o2)s1` in MITF inh is listed with 9.1
`Cc1cc(C(=O)NNC(=O)COc2ccc(OCc3ccccc3)cc2)c(C)o1` in TEAD-YAP block is listed with -5.9
`Cc1ccc(N2C(=O)C(Cl)=C(N3CCN(C)CC3)C2=O)cc1C` in FBW7 act is listed with 0.0
`O=C(Cn1cnc2c(nnn2-c2cccc(Cl)c2)c1=O)NCc1ccco1` in FBW7 act is listed with 0.0

New compounds follow
compound	GPR151 ag	MITF inh	TEAD-YAP block	FBW7 act
COc1cc(Nc2nc(Nc3ccncc3)nc3c2ncn3-c2ccccc2)cc(OC)c1OC	2.0	-10.3	2.3	-0.2
CC1CCC(NC(=O)CN2CCN(Cc3ccc(Cl)cc3)C2=O)CC1 (stereo unspecified)	-0.3	-16.7	6.0	-0.1
CCOC(=O)c1c(C)c(C(=O)NCCc2ccc(OC)c(OC)c2)c(C)n1C	-0.2	0.2	0.9	-0.2
CCc1ccc(-c2[nH]ncc2CNCc2ccco2)cc1	0.2	14.0	14.5	0.4
COC(=O)c1ccccc1Oc1nc(C)c(C)c(OC)n1	-0.1	-1.9	-4.9	0.5
COCC1CCN(C(=O)CC2C(=O)NCCN2Cc2ccccc2C)CC1 (stereo unspecified)	0.4	15.6	9.7	0.1
Cc1cccc(NC(=O)CN2CCOCC2)c1C	-1.2	2.8	10.2	-0.1
CC(C)CCNC(=O)Cc1ccc([N+](=O)[O-])cc1	1.3	-2.8	-6.2	-0.1
O=C(COc1ccc(Br)cc1)NNC(=O)C1COc2ccccc2O1 (stereo unspecified)	-1.0	-0.5	-7.3	0.1
COc1cccc(NC(=O)CCC2CCN(C(=O)CN3CCOC3=O)CC2)c1	2.3	15.3	-0.9	0.1
CCCNC(=O)C1Sc2nnc(-c3ccccc3)n2NC1c1ccccc1 (stereo unspecified)	-0.1	-14.0	2.7	0.0
COc1ccc(S(=O)(=O)NCC2CCCN(C/C(C)=C/c3ccccc3)C2)cc1 (stereo unspecified)	-2.0	-3.7	9.6	-0.1
CC1c2cccn2CCN1S(=O)(=O)c1cccc(Cl)c1Cl (stereo unspecified)	0.7	-2.8	3.0	-0.1
Cc1ccc2nc(-c3ccc(SCC(=O)Nc4cc(C)on4)nc3)[nH]c2c1	-6.8	12.9	-82.4	-0.1
COc1ccc(-c2c(C)oc3cc(OS(C)(=O)=O)ccc3c2=O)cc1	0.5	3.1	36.9*	-0.1
COc1ccc(NC(=O)c2cnn3c2NC(c2ccc(C)cc2)CC3C(F)(F)F)cc1 (stereo unspecified)	-0.8	20.9	-8.9	0.1
COc1ccc2c(C)cc(SCC(=O)NC(C)(C#N)C(C)C)nc2c1 (stereo unspecified)	-0.3	9.5	2.6	0.0
Cc1sc2nc(C(C)N3CCCCCC3)[nH]c(=O)c2c1C (stereo unspecified)	-1.6	10.9	-7.3	-0.1
O=C(CCNS(=O)(=O)c1ccc2[nH]c(=O)ccc2c1)NC1CCCC1	-0.5	-19.2	7.1	0.1
CCCNS(=O)(=O)c1ccc(F)c(C(=O)Nc2cc(Cl)cc(Cl)c2)c1	-2.2	20.5	14.6	0.3
CCNC(=O)[C@@H]1C[C@@H](NCc2cc(C)c(OC)cc2C)CN1CC(C)C	0.8	2.1	-4.8	0.0
CCOC(=O)/C(C)=N/NC(=O)c1cccc([N+](=O)[O-])c1	1.2	4.5	-21.1	-0.1
C(=N\c1nccc(-c2cccs2)n1)/N1CCN(c2ccccc2)CC1	1.2	9.4	-8.3	0.0
O=C1OC(c2ccc(Cl)cc2)=N/C1=C\c1ccc(-c2ccc(I)cc2)o1	1.0	2.6	-3.1	-0.1
N#C/C(=C\c1ccccc1)C(=O)OCC(=O)Nc1ccc(F)c([N+](=O)[O-])c1	0.7	-3.5	2.8	0.0
COc1ccc(C(=O)/C=C/Nc2ccccc2Br)cc1OC	-0.8	-0.7	-30.2	0.1
COc1cc2c(cc1OC)CN(Cc1sccc1C)CC2	-0.3	49.1	9.0	0.0
O=C1OC(c2ccc(Cl)cc2)=N/C1=C\C=C\c1ccccc1	0.9	2.0	-1.1	0.0
COc1cccc(CNC(=O)CN(C)S(=O)(=O)c2ccc3[nH]c4c(c3c2)CCCC4)c1	0.0	-8.3	8.0	-0.1
Oc1ccc(Cl)cc1CNc1nc2ccccc2[nH]1	2.3	-3.8	-15.5	0.0

(listing goes on)
The line under a structure holds: GPR151 ag | MITF inh | TEAD-YAP block | FBW7 act
> COCCOC(=O)C1=C(C)NC(C)=C(C(=O)OCCOC)C1c1ccc(-c2cccc(Br)c2)o1
  -0.7 | -10.8 | -11.9 | 0.0
> NC(c1ccc(F)cc1)c1nc2ccc(-c3ccncc3)cc2[nH]1 (stereo unspecified)
  -0.3 | 39.7 | -20.9 | -1.5
> COC(=O)c1ccc(CN2CCc3nnc(C(CC(C)C)NC(C)=O)n3CC2)cc1 (stereo unspecified)
  -1.6 | 5.7 | -10.8 | -0.3
> COc1cc(-c2cc(C(F)(F)F)n3ncc(C(=O)O)c3n2)cc(OC)c1OC
  -1.0 | -8.4 | -13.8 | -0.1
> c1ccc(-c2nnc(CN3CCCCCC3)o2)cc1
  -0.6 | -9.2 | -40.7 | 0.2
> O=C1CCCN1CCn1cnc2c(NCc3cccnc3)nc(N3CCN(c4ccccn4)CC3)nc21
  2.7 | 2.5 | 1.4 | 0.0
> CCCC(=O)N=c1sc2cccc(F)c2n1C
  1.3 | 9.2 | -6.9 | 0.1
> O=C(NCCCn1ccnc1)c1nn2c(C(F)(F)F)cc(-c3ccc(Br)cc3)nc2c1Br
  -0.9 | -2.8 | -6.7 | 0.0
> CCOc1cc(CN2CC[C@H]3[C@H](CCC(=O)N3Cc3ccccc3)C2)ccc1O
  0.6 | 0.6 | -4.3 | -0.1
> Cc1ccc(NC(=O)c2ccc3c(c2)C(=O)N(c2ccc(C)c(C)c2)C3=O)cc1C
  -0.1 | 0.1 | 6.2 | 0.7
> COc1ccc(C2/C(=C(/O)c3ccc(Cl)cc3)C(=O)C(=O)N2CCC(=O)O)cc1OC (stereo unspecified)
  -1.1 | 19.5 | -10.1 | -0.1
> O=C(NCCCO)/C(=C\c1ccccc1)NC(=O)c1ccc(Br)o1
  1.0 | -3.0 | 11.1 | 0.1
> O=C(Nc1cccc(O)c1)c1nn2c(C(F)(F)F)cc(-c3ccccc3)nc2c1Cl
  0.2 | 16.1 | -1.9 | 1.0
> COc1ccc(NC(=O)C(=S)NC2CCCCC2)cc1
  -0.9 | -16.6 | -63.7 | 0.1
> CCC(C(=O)NCCc1c[nH]c2ccccc12)n1nc(C)n2c(cc3occc32)c1=O (stereo unspecified)
  -0.3 | 3.9 | 2.7 | 0.1
> O=C(C1CCN(S(=O)(=O)c2cccc3nsnc23)CC1)N1CCCCC1
  1.8 | 5.9 | -5.6 | 0.2
> CCOc1cc(NC(=O)/C=C/c2ccccc2)c(OCC)cc1NC(C)=O
  1.6 | 7.4 | -7.3 | 0.2
> Cc1ccc(CN2CCc3nnc(C4CCCO4)n3CC2)cc1C (stereo unspecified)
  0.8 | -21.2 | 1.9 | -0.1
> COc1ccc(C2=NN(S(C)(=O)=O)C(c3cc4cccc(C)c4nc3Cl)C2)cc1 (stereo unspecified)
  -1.6 | -8.9 | -31.9 | -0.2
> Nc1nonc1-c1noc(COc2ccccc2Cl)n1
  1.1 | 8.0 | -57.7 | 0.2
> O=C(Nc1ccc(Cl)c(Cl)c1)c1cc(S(=O)(=O)N2CCCCC2)ccc1F
  -0.3 | 3.0 | -3.5 | 0.0
> Cc1ccc(C2C3=C(CC(C)(C)CC3=O)N(Cc3ccc(Cl)cc3)C3=C2C(=O)CC(C)(C)C3)cc1
  0.3 | 6.1 | 1.0 | 0.1
> Cc1ccccc1C(=O)NC(C)C1CC2CCC1C2 (stereo unspecified)
  -1.5 | -4.5 | -17.8 | 0.0
> O=C1c2ccccc2NC(c2ccc(Br)cc2)N1Cc1ccco1 (stereo unspecified)
  0.8 | 17.8 | 2.2 | 0.0
> CCOC(=O)N1CCN(c2ncnc3c2cnn3C)CC1
  1.6 | -7.4 | -3.3 | -0.2
> COc1ccc(-c2nnc3sc(CN4CCc5ccccc5C4)cn23)cc1
  -0.2 | -3.6 | 3.3 | -0.1
> CC(C)CC(=O)NC(=S)Nc1ccccc1NS(=O)(=O)c1cccs1
  3.6 | -5.9 | -0.6 | 0.0
> O=C1CCCC2=C1C(c1ccc(Cl)cc1)N(C(=O)c1ccccc1)c1ccccc1N2 (stereo unspecified)
  -0.5 | 7.0 | 1.7 | 0.0
> Cn1c(-c2cccc(C(F)(F)F)c2)n[nH]c1=S
  0.3 | -7.3 | 2.8 | -0.2

Random excerpt: two records from the list.
The line under a structure holds: GPR151 ag | MITF inh | TEAD-YAP block | FBW7 act
> O=C1CCCN1CCn1cnc2c(NCc3cccnc3)nc(N3CCN(c4ccccn4)CC3)nc21
  2.7 | 2.5 | 1.4 | 0.0
> Nc1nonc1-c1noc(COc2ccccc2Cl)n1
  1.1 | 8.0 | -57.7 | 0.2
